Assay outcomes from PubChem BioAssay.
DAX1 inh-1 = blocks DAX1 repression of SF-1 activated StAR promoter; HEK293T StAR-luciferase reporter, SF-1/DAX-1 repression relief; inhibition, % at 6.8 µM; 370,000 tested, 1.1% active; AID 652010;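 active = inhibition above the mean over all tested compounds plus 3 SD, cut at about 3.6% in these data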;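 note: 0% = DAX-1 cells with DMSO and 100% = cells lacking DAX-1 with DMSO; higher inhibition means more luminescence from relief of DAX-1 repression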
DAX1 inh-2 = NR0B1 (DAX1) inhibition. inhibition, % at 6.75 µM. P51843. HEK293 Gal4-DAX1 luciferase reporter, luminescence. AID 504766. 340,000 tested, 0.99% active;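 active = inhibition above the mean over all tested compounds plus 3 SD, cut at about 4.2% in these data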;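 note: 0% = DAX1-transfected cells with DMSO and 100% = empty-vector control cells with DMSO; inhibition shows as a rise in luminescence from relieved DAX1 repression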
Target sequence (P51843 207-470 limits assumed): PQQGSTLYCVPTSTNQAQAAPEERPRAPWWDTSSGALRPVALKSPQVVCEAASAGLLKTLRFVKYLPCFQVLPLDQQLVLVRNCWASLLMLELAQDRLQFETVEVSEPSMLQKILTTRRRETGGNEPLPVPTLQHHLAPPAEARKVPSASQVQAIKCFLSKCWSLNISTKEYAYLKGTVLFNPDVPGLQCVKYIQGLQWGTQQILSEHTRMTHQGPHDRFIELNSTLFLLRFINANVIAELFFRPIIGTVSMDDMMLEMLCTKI
ADAM10 inh = ADAM10 inhibition, QFRET primary screen; recombinant ADAM10, EDANS/DABCYL FRET peptide cleavage, 3 h; inhibition, % at 7 µM; 370,000 tested, 0.62% active; AID 720582;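 active = inhibition above a per-campaign cutoff equal to the mean of compounds falling between control-based bounds plus 3 SD, cut at about 20% in these data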;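 note: 0% = DMSO wells while the 100% control is not disclosed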
ssDAF12 agonist = activates DAF-12 receptor from parasite S. stercoralis; HEK293 ssDAF-12/GRIP1 lit1-tk-luc reporter, luminescence; % of 3 µM dafachronic acid response; 370,000 tested, 1% active; activation, % at 6.8 µM;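 active = activation above the mean over all tested compounds plus 3 SD, cut at about 0.9% in these data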;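 note: 0% = DMSO-only wells and 100% = 3 µM delta7-dafachronic acid wells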
ADAM17 inh = inhibits human ADAM17; P78536; recombinant ADAM17, EDANS/DABCYL FRET peptide cleavage; inhibition, % at 6.95 µM; 370,000 tested, 0.83% active; AID 720648;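 active = inhibition above the mean of compounds lying between control limits plus 3 SD, set per campaign, cut at about 8.5% in these data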;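 note: 0% = DMSO-only wells as the low control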
Target sequence (P78536 215-824 limits assumed): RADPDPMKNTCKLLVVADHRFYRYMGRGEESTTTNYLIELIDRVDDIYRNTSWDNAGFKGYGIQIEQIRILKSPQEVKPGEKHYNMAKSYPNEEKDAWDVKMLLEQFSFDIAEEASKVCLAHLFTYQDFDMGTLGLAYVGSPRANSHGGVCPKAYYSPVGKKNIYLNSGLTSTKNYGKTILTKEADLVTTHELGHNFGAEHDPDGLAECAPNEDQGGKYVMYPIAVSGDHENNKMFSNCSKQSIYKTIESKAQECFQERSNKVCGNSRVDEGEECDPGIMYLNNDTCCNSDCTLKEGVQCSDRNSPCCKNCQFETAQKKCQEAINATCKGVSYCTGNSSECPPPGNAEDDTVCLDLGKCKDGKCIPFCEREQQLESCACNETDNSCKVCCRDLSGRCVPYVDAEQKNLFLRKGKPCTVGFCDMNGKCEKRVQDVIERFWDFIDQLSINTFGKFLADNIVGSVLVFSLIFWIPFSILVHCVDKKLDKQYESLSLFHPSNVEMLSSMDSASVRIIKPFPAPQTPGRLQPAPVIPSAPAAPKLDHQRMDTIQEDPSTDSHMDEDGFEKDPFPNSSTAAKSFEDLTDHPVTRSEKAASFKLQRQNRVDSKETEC
NPR1 activator = GC-A (human) enzyme activation; P16066; HEK293 GC-A cells, cGMP TR-FRET, EC30 ANP; 0% at EC30 ANP, 100% saturating ANP; activation, % at 10 µM; 370,000 tested, 0.14% active; in the data active = activation above about 40%
hgDAF12 agonist = activates the H. glycines DAF-12 receptor ligand-binding domain; activation, % at 6.8 µM; HEK293 GAL4-hgDAF12 UAS-luciferase reporter, agonist luminescence; normalized to butyrate control; 370,000 tested, 1.8% active;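 active = activation above a cutoff set at the mean of all screened compounds plus 3 SD, cut at about 10% in these data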;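 note: 0% = DMSO wells and 100% = sodium butyrate wells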
SMARCA2 act = activators of SMARCA2 function. MG213 cells, MMTV-luciferase reporter, dexamethasone, overnight. activation, % at 9.1 µM. 370,000 tested, 1% active. AID 652017; in the data active = activation above about 7.8%;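 note: 0% = vehicle wells and 100% = reference activator wells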
PG9 binder = small molecules binding HIV-1 gp120 antibody PG9 | TR-FRET gp120-PG9 antibody binding | inhibition, % at 6.7 µM | 360,000 tested, 0.43% active | AID 624416; in the data active = inhibition above about 8.5%
hcDAF12 agonist = H. contortus DAF-12 activation, primary screen; HEK293 hcDAF-12 lit1-tk-luc reporter, luminescence; 0% DMSO, 100% Δ7-dafachronic acid; activation, % at 6.8 µM; 370,000 tested, 1.4% active; AID 652067;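 active = activation above the mean of all tested compounds plus 3 SD, cut at about 5.5% in these data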;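 note: 100% = response to 3 µM Δ7-dafachronic acid high control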
GAA850 FXN act = frataxin GAA850 promoter activation; activation, % at 6 µM; 360,000 tested, 0.56% active; HEK293 lucGAA850 FXN promoter luciferase reporter, 24 h; percent of 10 µM SAHA response;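 active = activation above the average of all compounds screened plus 3 SD, cutoff fixed separately per campaign, cut at about 7.5% in these data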;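 note: 0% = DMSO wells and 100% = 10 µM SAHA wells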
Active calls of the source: *; i = inactive; nt = no result given.

SMILES | DAX1 inh-1 | DAX1 inh-2 | ADAM10 inh | ssDAF12 agonist | ADAM17 inh | NPR1 activator | hgDAF12 agonist | SMARCA2 act | PG9 binder | hcDAF12 agonist | GAA850 FXN act
FC(F)(F)c1nc2ccccc2[nH]1 | -0.1 | nt | 0 | -0.1 | 0 | 6 | 0.8 | -5 | -1.9 | -0.6 | -1.1
COc1cccc(/C=C2\SC(=O)N(CCC(=O)NNC(=O)c3cccc(Cl)c3)C2=O)c1 | -0.2 | 0.7 | -7 | -0.7 | -2 | -5 | 0.6 | -2 | -0.6 | -1.0 | -0.2
O=C(N/N=C/c1ccc(OC(=O)c2ccc([N+](=O)[O-])cc2)cc1)c1cccnc1 | 0.7 | 0.5 | -2 | -0.8 | -1 | 0 | -0.1 | -2 | -1.5 | 0.7 | 1.9
CC(=O)N1c2ccc(F)c(F)c2C[C@H]1C | 0.2 | 2.0 | -10 | -1.3 | -1 | 2 | -1.7 | 0 | -0.3 | -0.7 | 0.7
COc1c(C)cccc1C(=O)NCc1ccc2c(c1)OCO2 | 0.1 | -1.3 | -3 | -0.9 | -4 | 7 | 2.2 | -3 | 2.3 | 0.0 | 1.6
Cc1ccc(N2CC(C(=O)Nc3ccccc3C(=O)N3CCOCC3)CC2=O)cc1 (stereo not drawn) | -0.8 | 0.7 | -3 | -0.3 | -3 | 2 | -0.2 | 1 | -1.4 | 2.4 | -0.4
Clc1ccccc1OCc1nnc(-c2ccccc2)o1 | 1.0 | 0.8 | 8 | -0.9 | 1 | 0 | 13* | 4 | -0.6 | 2.3 | 2.8
C(#CCN1CCOCC1)COCCOC(c1ccccc1)c1ccccc1 | -0.4 | -0.4 | 3 | -1.6 | -6 | -4 | -1.6 | -5 | 2.0 | 0.7 | 0.6
COc1ccccc1Cn1c(/C=C/c2ccccc2)nc2ccccc21 | 0.7 | 0.1 | i | -0.7 | -255 | -5 | 7.7 | 3 | -1.8 | 2.1 | 4.2
COc1cc(C(=O)O/N=C2\C=CC(=O)C(C)=C2)cc(OC)c1OC | -1.0 | 0.2 | 2 | -0.4 | 0 | 2 | -3.8 | 5 | -3.0 | 1.0 | 9.2*
CCC1CCCCN1C(=O)CSc1nc(N)c(NC(=O)c2ccc(OC)c(OC)c2)c(=O)[nH]1 (stereo not drawn) | -0.2 | -0.2 | -7 | -1.3 | -4 | -1 | -1.1 | -1 | -2.1 | 1.0 | 0.2
CC(=O)c1cccc(NC(=O)c2cc(-n3cnnc3)ccc2Cl)c1 | 0.0 | -0.3 | 15 | -1.2 | 2 | -1 | -1.2 | 0 | -1.9 | -1.3 | -0.3
COc1cccc(/C=N/Nc2nc3ccccc3n3cnnc23)c1O | -0.2 | -2.3 | -4 | -2.0 | 0 | 8 | 6.7 | -2 | -6.4 | -2.9 | 5.3
Cc1ccc(C)c(N2CCN(C(=O)c3cc(S(=O)(=O)N4CCOCC4)cn3C)CC2)c1 | -0.9 | -0.5 | 1 | -1.3 | 1 | 2 | -1.8 | -1 | -0.4 | 1.9 | -0.4
CC1(C(=O)NS(=O)(=O)c2ccc(Cl)cc2)CCN1C(=O)Cc1ccsc1 (stereo not drawn) | 1.0 | nt | 2 | -0.7 | 0 | 2 | 1.4 | -3 | -1.3 | -0.1 | 2.7
O=C(O)/C=C/C(=O)NC1CCC(CC2CCC(NC(=O)/C=C/C(=O)O)CC2)CC1 (stereo not drawn) | -0.4 | -0.5 | -9 | -0.8 | -7 | 5 | -3.1 | -4 | 1.1 | -1.5 | 0.0
Cc1cc(S(=O)(=O)Nc2ccc(C(=O)NCc3cccnc3)cc2)ccc1F | 1.0 | -1.0 | -1 | -1.3 | -2 | 1 | -1.7 | 4 | -0.3 | -1.1 | 1.9
C/C=C\C(=O)Nc1cccc(C2=NOC3(C2)C[C@@H](C(N)=O)N(C(=O)c2ccc(Cl)cc2)C3)c1 (stereo partly drawn) | -0.8 | -0.4 | 5 | -1.7 | -1 | -2 | 1.0 | 0 | 0.4 | -0.7 | 1.3
COc1ccc(CCNC(=O)CSc2nc(-c3ccco3)cc(C(F)(F)F)n2)cc1OC | -0.8 | -0.6 | 2 | -1.9 | 1 | -4 | -4.5 | 7 | -2.1 | 1.1 | -2.9
CCC1(c2ccc(F)cc2)NC(=O)N(CC(=O)c2ccc[nH]2)C1=O (stereo not drawn) | 0.0 | 1.0 | -6 | -1.2 | 4 | -2 | -0.5 | -4 | -0.1 | -0.3 | -1.3
Clc1cccc(Cc2c(-c3cccc(Br)c3)nc3ccc(Br)cn23)c1 | 2.4 | nt | 5 | -1.1 | 1 | -1 | 8.2 | 0 | 1.1 | 1.4 | nt
CCOc1ccccc1CNCc1ccc(F)cc1 | -0.4 | 0.1 | -3 | -1.3 | 0 | -9 | -2.3 | 5 | -1.1 | -1.1 | -0.9
Cc1ccc(C2N=C(N)Nc3nc4ccccc4n32)cc1 (stereo not drawn) | -0.3 | 1.6 | -4 | -1.3 | -2 | 6 | -2.9 | 0 | 0.2 | -0.2 | 2.4
CCOC(=O)N/N=C/c1ccc(OC)c(O)c1 | 0.1 | -0.2 | -2 | -0.7 | -4 | 0 | -2.2 | 1 | -0.8 | -0.1 | 1.2
Cc1onc(-c2c(Cl)cccc2Cl)c1CO/N=C(\C#N)c1c(Cl)cccc1Cl | -0.2 | 0.9 | 6 | -1.0 | 4 | -1 | -1.4 | -2 | -2.5 | 0.6 | 1.0
COc1ccc(N(CC(=O)N2CCN(Cc3ccccc3)CC2)S(C)(=O)=O)cc1 | 0.5 | 1.1 | -10 | -0.8 | 3 | 3 | -1.9 | -1 | 0.1 | 1.1 | 1.2
COc1ccc(C(=O)NC2CCCCCC2)cc1S(=O)(=O)N1CCCC1 | -0.2 | -0.7 | -6 | -1.4 | -3 | 4 | -3.6 | 0 | -0.4 | 0.1 | 0.7
CCOC(=O)C1=C(COC(=O)/C=C/c2cc(Br)ccc2F)NC(=O)NC1C (stereo not drawn) | 1.4 | -0.3 | -6 | -0.5 | -2 | 3 | -0.9 | -1 | -0.6 | -0.7 | 1.6
CCN1C(=O)[C@@H]2[C@@H]3CN(S(=O)(=O)c4ccc(C)cc4)[C@@H](c4ccccc4F)[C@@H]3C(=O)C[C@@H]2C1=O | 0.9 | nt | 1 | -1.1 | -2 | 0 | 1.4 | -1 | -2.6 | 0.6 | nt
Cc1cccc(CN(C)C[C@H]2OCc3cnnn3CCCC(=O)N([C@H](C)CO)C[C@@H]2C)c1 | 1.7 | 0.9 | -4 | -1.0 | -2 | 4 | 3.1 | -3 | 0.1 | -0.1 | 0.1
CN(C)Cc1c(C(=O)N/N=C/c2ccccc2OCc2ccc(F)cc2)nnn1-c1nonc1N | -0.1 | 1.3 | 6 | -1.1 | -4 | -7 | -0.5 | 0 | 2.3 | -1.1 | 1.2
CCOC(=O)c1cnn(Cc2cccc(Cl)c2)c1C | -0.3 | 0.3 | -5 | -1.3 | -2 | -5 | -2.2 | -1 | -2.2 | 0.1 | 1.9
CCOC(=O)c1cnc(NCc2ccccc2)nc1C | 1.1 | 1.1 | -3 | -0.8 | -4 | 5 | 8.0 | 3 | -2.1 | 0.5 | 5.5
Cc1noc2ncnc(Oc3ccc(Cl)cc3Cl)c12 | 0.9 | 0.4 | -4 | -0.7 | -2 | 0 | 0.7 | -1 | 0.3 | 0.1 | 1.4
Cc1cc2nnc(SCC(=O)Nc3cc(S(=O)(=O)N4CCOCC4)ccc3Cl)n2c2ccccc12 | -0.8 | -0.4 | 1 | -1.7 | 0 | -1 | -5.9 | 1 | 0.6 | -4.2 | 2.2
Cc1cc(C)c(C)c(S(=O)(=O)NNC(=O)c2cccc(S(=O)(=O)N3CCOCC3)c2)c1C | 0.2 | -0.6 | 12 | -0.2 | 5 | -1 | -1.8 | -2 | -1.7 | 0.1 | -0.7
COCCn1c(SC2CCOC2=O)nc2ccccc2c1=O (stereo not drawn) | 0.4 | -0.9 | -9 | -1.4 | -3 | 1 | 0.9 | 2 | 0.5 | -0.7 | 1.9
CCOC(=O)N1CCC(N2Cc3cccc(C(=O)N4CCN(c5cccc(C)c5C)CC4)c3C2=O)CC1 | -0.6 | -0.9 | 12 | -2.6 | 1 | 0 | -3.9 | 0 | -1.7 | -2.1 | -0.4
Cn1c(-c2sc3cc(C(F)(F)F)cnc3c2-c2cccnc2)n[nH]c1=S | 0.5 | 0.6 | -3 | -0.3 | -4 | 4 | 0.4 | 1 | -0.2 | 4.1 | -0.8
Cc1ccc(NC(=O)c2ncn(CCCN3CCN(c4ccccn4)CC3)n2)cc1C | -0.9 | -0.7 | -2 | -0.6 | -1 | 1 | 1.8 | -2 | -1.6 | -0.9 | 0.6

Arranged by value in PG9 binder (rising): three from the list above
Compound,PG9 binder
Cc1ccc(NC(=O)c2ncn(CCCN3CCN(c4ccccn4)CC3)n2)cc1C,-1.6
COCCn1c(SC2CCOC2=O)nc2ccccc2c1=O (stereo not drawn),0.5
CN(C)Cc1c(C(=O)N/N=C/c2ccccc2OCc2ccc(F)cc2)nnn1-c1nonc1N,2.3

Next section:
SMILES | DAX1 inh-1 | DAX1 inh-2 | ADAM10 inh | ssDAF12 agonist | ADAM17 inh | NPR1 activator | hgDAF12 agonist | SMARCA2 act | PG9 binder | hcDAF12 agonist | GAA850 FXN act
Cc1noc(C)c1NC(=O)Nc1cccc2c1O[C@H](CN(C)C(=O)Nc1ccc3c(c1)OCO3)[C@@H](C)CN([C@H](C)CO)C2=O | 0.6 | -1.3 | -23 | -0.9 | -1 | -3 | -1.0 | -5 | 1.5 | 0.3 | 0.6
COCCNc1nc(NCc2ccccc2)c2cnn(C)c2n1 | -0.8 | 1.2 | -9 | -1.5 | -2 | 4 | -1.8 | -3 | -0.3 | -0.7 | 2.8
COc1ccc(OC)c2[nH]c(=O)c(CCNS(=O)(=O)c3ccc(C)cc3)cc12 | -0.7 | -0.3 | -16 | -1.2 | -1 | -3 | -2.2 | -1 | -1.6 | -0.7 | 3.8
O=C(c1ccccc1)c1ccc(OCC(O)CN2CCOCC2)cc1 (stereo not drawn) | -0.5 | -0.7 | 3 | -0.6 | 3 | 0 | 7.2 | -3 | -3.6 | -0.8 | 1.8
CCCCNC(=O)C1(C)CCC(=O)N1CCOC (stereo not drawn) | -0.6 | nt | -6 | -1.0 | -6 | -3 | -2.6 | -3 | -0.5 | -1.5 | nt
O=C(Cc1n[nH]c(=O)c2ccccc12)Nc1cc(C(F)(F)F)ccc1-n1cncn1 | -0.1 | 0.9 | -3 | -0.8 | 0 | -1 | 3.6 | -2 | -1.4 | 0.9 | 0.6
Cc1ccc(OCC(=O)Nc2c(C)nn(-c3ccccc3)c2C)c(Br)c1 | -0.4 | -0.9 | 2 | -1.4 | -3 | 3 | -1.5 | -2 | 1.1 | -1.6 | -1.3
CCCCC(c1nnnn1CS(=O)(=O)c1ccc(C)cc1)N1CCC(C(N)=O)CC1 (stereo not drawn) | -0.2 | -0.6 | 0 | -0.8 | -5 | 8 | -0.7 | -2 | 0.6 | -1.0 | 1.4
Cc1cc(OCC(=O)Nc2ccccc2C(N)=O)c2c(C)cc(=O)oc2c1 | -1.0 | 0.9 | -67 | -1.1 | -22 | -2 | 2.0 | 5 | 0.1 | -1.2 | -3.2
